From PubChem
Arrestin-AP2 inh: inhibitors of beta-arrestin/AP2 binding, primary screen, biochemical, GPCR trafficking, flow cytometry; FITC-arrestin peptide / GST-AP2 beads; AP2 beta2 appendage carries R879A mutation; beta-arrestin 1 C-terminal peptide binding to AP2 beta2-adaptin appendage (human); AID 504490, 2011; inhibition, % at 10 µM; 340,000 tested, 0.31% active;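 active = inhibition above a set limit, near 3 SD of compounds lacking own fluorescence, cut at about 54% in these data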;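 also: plate controls were DMSO wells for no effect and 5 µM unlabelled arrestin peptide for full effect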
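System: GST-AP2 R879A bound to glutathione beads, E. coli-expressed. Also added: 50 nM FITC-arrestin peptide. Schedule: compound with beads 12 min RT, then probe 1 h RT. Signal: bead flow cytometry, FITC channel. Read-out basis: percent response.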
Keap1-Nrf2 PPI: Keap1-Nrf2 protein-protein interaction inhibitors, primary screen, biochemical, fluorescence polarization, single point. Kelch-like ECH-associated protein 1 (Homo sapiens), Q14145. Keap1 Kelch-Nrf2 peptide fluorescence polarization, 1536-well. inhibition, % at 9.4 µM. 340,000 tested, 0.15% active. AID 504523, 2011; in the data active = inhibition above about 12%; inconclusive = no clear call, values can overlap the other calls; inactive = below about 7.3%;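 also: human Keap1 Kelch domain with fluorescein labeled Nrf2 9mer peptide probe; 0% = neutral control wells and 100% = peptide positive control; higher means more block of Keap1 binding to Nrf2 peptide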
Target sequence (Q14145 whole entry, looked up, the tested form may be a part): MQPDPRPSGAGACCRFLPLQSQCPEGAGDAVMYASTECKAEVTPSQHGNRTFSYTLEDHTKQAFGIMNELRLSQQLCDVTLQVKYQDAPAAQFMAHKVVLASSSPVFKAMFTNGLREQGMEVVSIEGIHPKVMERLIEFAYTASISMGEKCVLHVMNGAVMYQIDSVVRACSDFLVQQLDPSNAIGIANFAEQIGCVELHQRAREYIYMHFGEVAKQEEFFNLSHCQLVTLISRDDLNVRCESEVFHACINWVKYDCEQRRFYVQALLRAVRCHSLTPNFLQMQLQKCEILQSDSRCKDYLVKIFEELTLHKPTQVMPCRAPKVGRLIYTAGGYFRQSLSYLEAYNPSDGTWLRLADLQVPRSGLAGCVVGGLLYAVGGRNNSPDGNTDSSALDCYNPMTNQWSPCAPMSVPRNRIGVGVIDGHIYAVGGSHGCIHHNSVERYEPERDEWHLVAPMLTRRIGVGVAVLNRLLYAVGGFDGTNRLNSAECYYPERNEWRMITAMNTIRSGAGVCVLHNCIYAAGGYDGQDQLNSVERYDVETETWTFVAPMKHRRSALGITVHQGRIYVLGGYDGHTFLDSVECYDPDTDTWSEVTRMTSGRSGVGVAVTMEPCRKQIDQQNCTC
NSD2 inh: NSD2 histone methyltransferase inhibitors, primary screen, biochemical, AlphaScreen, single concentration, set 2; 310,000 tested, 0.54% active; NSD2 peptide methylation, 120 min; AID 743445, 2014; Histone-lysine N-methyltransferase NSD2 (Homo sapiens), O96028; inhibition, % at 12.5 µM; in the data active = inhibition above about 50%
DSG3 Ab inh: inhibitors of pemphigus antibody binding to DSG3, primary screen, biochemical, bead-based, flow cytometry, scFv-GFP. Desmoglein-3 (Homo sapiens), P32926. 310,000 tested, 0.48% active. binding (percent of control), % at 10 µM. DSG3-coupled beads, scFv-anti-DSG3-GFP binding; active compounds read low;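 active = binding more than 3 SD below its plate's average and above zero; inconclusive = below that plate limit but binding exactly zero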;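 also: hits lower antibody fragment binding to DSG3; some compounds called inactive have numbers as strong as hits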
DAGLB inh: DAGLB lipase inhibitors, primary screen, biochemical, fluorescence, HTS | Diacylglycerol lipase-beta (Homo sapiens), Q8NCG7 | HEK293T DAGLB membrane lysate, EnzChek fluorogenic substrate | 340,000 tested, 0.059% active | inhibition, % at 5.17 µM; in the data active = inhibition above about 34%;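 also: 0% = enzyme with vehicle and 100% = wells lacking enzyme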
V-ATPase pH: regulators of yeast V-ATPase proton pumping, primary screen, pHLuorin cytosolic pH fluorescence | S. cerevisiae | response, % at 10 µM | 350,000 tested, 0.37% active; in the data active = response mostly above about 7.3%, no sharp cut-off; inactive = mostly below about 5.4%; also: actives read high; inactives centre near 0; some compounds called inactive have numbers as strong as hits
CAL PDZ FP-1: CAL PDZ peptide-binding inhibitors, primary screen, biochemical, fluorescence polarization, Cer-tagged CAL PDZ, HTS | Golgi-associated PDZ and coiled-coil motif-containing protein (Homo sapiens), Q9HD26 | AID 504414, 2011 | inhibition, % at 20 µM | 330,000 tested, 0.02% active | purified CAL PDZ, TMR-peptide fluorescence polarization, 1 h;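 active = highest replicate inhibition of at least 40%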;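 also: plate controls were DMSO neutral control wells for no effect and unlabeled competitor peptide control wells for full effect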
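Material – purified CerCALP PDZ construct · Detection – FP readout, S and P plane fluorescence · Measure – percent inhibition from loss of millipolarization · Controls – unlabelled peptide for full inhibition, DMSO wells as neutral · Probe or stimulus – TMR-labelled reporter peptide T*-PRC34 bound in PDZ groove · Times – 1 h at RT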
Cardiac RTF inh: cardiac RTF calcium sensitivity inhibitors, primary screen, biochemical, IANBD-TnC fluorescence, EC70 calcium; Troponin I, cardiac muscle (Homo sapiens) + Troponin T, cardiac muscle (Homo sapiens) + …; IANBD-labeled cardiac RTF, Ca2+ fluorescence; inhibition, % at 7.15 µM; 340,000 tested, 0.12% active;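 active = inhibition above the mean inhibition of all tested compounds plus 3 SD, cut at about 17% in these data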;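 also: assay run at fixed EC70 calcium of 1.6 mM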
CAL PDZ FP-2: untagged CAL PDZ binding inhibitors, primary screen, biochemical, fluorescence polarization, HTS | purified CAL PDZ, TMR-peptide fluorescence polarization, 1 h | inhibition, % at 24.9 µM | 300,000 tested, 0.92% active | AID 602252, 2012;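 active = mean inhibition of at least 30% with at least half of replicates also reaching 30%; inconclusive = no clear call, values can overlap the other calls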;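 also: 0% = DMSO neutral control and 100% = excess unlabeled competitor peptide PRC23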
LANA DNA inh: inhibitors of KSHV C-LANA binding to DNA, primary screen, biochemical, fluorescence polarization, FAM-LBS DNA, MBP-C-LANA, single point; Kaposi's sarcoma herpesvirus LANA C-terminal domain (residues 932-1162) DNA binding; AID 504423, 2011; inhibition, % at 9 µM; 340,000 tested, 0.078% active;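 active = highest replicate inhibition at or above 60% at 9 µM, even if other replicates fall short; inactive = all replicates below 60% inhibition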;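 also: 0% = neutral control wells and 100% = 4 µM acridine orange control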
* hit, by the source's call; ? = inconclusive; . = no result given.

SMILES	Arrestin-AP2 inh	Keap1-Nrf2 PPI	NSD2 inh	DSG3 Ab inh	DAGLB inh	V-ATPase pH	CAL PDZ FP-1	Cardiac RTF inh	CAL PDZ FP-2	LANA DNA inh
Cc1nn2c3ccccc3n(CCN3CCCCC3)c2nc1=O	0	0	110*	99	2	-5	-1.5	4	2	-3.5
CC12CCC(C(NC(=S)NN)C1=O)C2(C)C (configuration not stated)	-6	-3	5	116	-2	-2	-0.4	0	0	-1.1
COc1ccccc1NC(=O)c1c([N+](=O)[O-])cnn1C	-1	3	-1	114	-3	-3	.	-23	-3	0.7
O=C(/C=C(\O)c1ccccc1)C(=O)NNC(=O)c1ccccc1[N+](=O)[O-]	-1	3	18	102	2	4	-0.4	-20	-4	0.0
Cn1c(SC2=CS(=O)(=O)c3ccccc32)nc2ccccc21	4	-7	2	.	2	-4	.	-5	-2	-1.7
O=C(O)CC(NC(=O)C1CCCCC1)c1cc([N+](=O)[O-])ccc1Cl (configuration not stated)	-6	-2	-1	111	-1	5	-0.9	-5	6	-0.7
CCc1ccccc1NC(=O)c1cccs1	20	-1	-2	.	-3	0	-0.4	-8	-2	-0.3
CN(Cc1nc2ccc(F)cc2[nH]1)C(=O)C1CCC(=O)N(C2CC2)C1 (configuration not stated)	7	-6	2	120	0	6	-2.6	-10	-1	1.1
Cc1n[nH]c(C)c1CCc1nc2c3ccccc3nc(SCC(N)=O)n2n1	38	5	-2	101	-1	4	-1.2	5	-6	-2.5
CC(C)(C)C1CCC(=NNC(=O)C(=O)NCc2cccnc2)CC1 (configuration not stated)	1	-4	-1	117	1	-1	-1.8	-14	4	0.1
O=C(c1ccccc1)N(Cc1cccs1)C1CCS(=O)(=O)C1 (configuration not stated)	-11	?	-1	103	1	-7	-2.0	0	-2	-2.3
CCOc1cc(/C=N/O)ccc1OCc1ccc([N+](=O)[O-])cc1	34	1	-3	99	-2	-2	-0.1	8	0	-2.2
COc1cc2c(cc1NC(=O)CSc1nc3ccccc3[nH]1)oc1ccccc12	48	5	2	95	1	2	-0.1	-3	1	1.1
Cc1ccc(CNCc2cccnc2)cc1	5	-5	-23	101	-1	-3	-1.1	-3	0	-2.1
CC1(C)O[C@@H]2[C@H](O1)[C@@H](CO)O[C@H]2n1cc(Br)c(=O)[nH]c1=O	1	-11	.	98	-2	-2	-2.1	-8	-1	3.3
COc1ccc(NC(=O)C2CC(=O)N(Cc3ccc(C)cc3)C2)cc1S(=O)(=O)N1CCCCC1 (configuration not stated)	3	-5	0	120	2	-2	-0.4	2	0	0.3
C/C(=N\NC(=O)CCn1nnc2ccccc21)c1cccs1	0	0	0	95	-1	.	-0.8	-7	-4	1.3
COCCNC(=O)c1c(N)n(-c2ccccc2)c2nc3ccccc3nc12	2	5	1	101	3	-3	-0.7	2	5	-1.0
Cc1cc(C)cc(NC(=O)C2COc3ccccc3O2)c1 (configuration not stated)	.	.	-3	107	-22	0	.	.	.	.
CCc1n[nH]c(=S)n1/N=C/c1ccc2c(c1)OCO2	2	-4	2	103	-3	0	-1.9	0	.	0.2

An excerpt from above in order of length of the SMILES, smallest number first:
SMILES	Arrestin-AP2 inh	Keap1-Nrf2 PPI	NSD2 inh	DSG3 Ab inh	DAGLB inh	V-ATPase pH	CAL PDZ FP-1	Cardiac RTF inh	CAL PDZ FP-2	LANA DNA inh
Cc1ccc(CNCc2cccnc2)cc1	5	-5	-23	101	-1	-3	-1.1	-3	0	-2.1
CCc1ccccc1NC(=O)c1cccs1	20	-1	-2	.	-3	0	-0.4	-8	-2	-0.3
CC12CCC(C(NC(=S)NN)C1=O)C2(C)C (configuration not stated)	-6	-3	5	116	-2	-2	-0.4	0	0	-1.1
Cc1cc(C)cc(NC(=O)C2COc3ccccc3O2)c1 (configuration not stated)	.	.	-3	107	-22	0	.	.	.	.
CCc1n[nH]c(=S)n1/N=C/c1ccc2c(c1)OCO2	2	-4	2	103	-3	0	-1.9	0	.	0.2
COc1ccccc1NC(=O)c1c([N+](=O)[O-])cnn1C	-1	3	-1	114	-3	-3	.	-23	-3	0.7
Cn1c(SC2=CS(=O)(=O)c3ccccc32)nc2ccccc21	4	-7	2	.	2	-4	.	-5	-2	-1.7
COCCNC(=O)c1c(N)n(-c2ccccc2)c2nc3ccccc3nc12	2	5	1	101	3	-3	-0.7	2	5	-1.0
COc1cc2c(cc1NC(=O)CSc1nc3ccccc3[nH]1)oc1ccccc12	48	5	2	95	1	2	-0.1	-3	1	1.1
CN(Cc1nc2ccc(F)cc2[nH]1)C(=O)C1CCC(=O)N(C2CC2)C1 (configuration not stated)	7	-6	2	120	0	6	-2.6	-10	-1	1.1
O=C(/C=C(\O)c1ccccc1)C(=O)NNC(=O)c1ccccc1[N+](=O)[O-]	-1	3	18	102	2	4	-0.4	-20	-4	0.0
CC1(C)O[C@@H]2[C@H](O1)[C@@H](CO)O[C@H]2n1cc(Br)c(=O)[nH]c1=O	1	-11	.	98	-2	-2	-2.1	-8	-1	3.3

Going on with the list:
SMILES	Arrestin-AP2 inh	Keap1-Nrf2 PPI	NSD2 inh	DSG3 Ab inh	DAGLB inh	V-ATPase pH	CAL PDZ FP-1	Cardiac RTF inh	CAL PDZ FP-2	LANA DNA inh
c1ccc(-n2nnnc2SCc2cccc3nsnc23)cc1	18	1	-1	103	-5	2	-1.5	4	-1	2.6
CC(NC(=O)C(=O)NCCC1=CCCCC1)c1ccccc1 (configuration not stated)	12	5	0	.	0	4	-3.3	0	2	-0.1
CCCCn1c(=N)n(CC(O)COc2cccc(C)c2)c2ccccc21 (configuration not stated)	-5	-5	0	121	1	-2	-0.4	-6	.	-1.3
CCNC(=O)O/N=C(\C)c1sc(-c2ccc(Cl)cc2)nc1C	-5	0	-2	.	-11	2	-1.1	-5	-1	-0.8
O=C(CCc1nnc(Cc2ccc3c(c2)OCO3)o1)NCc1nc2ccccc2s1	8	-4	9	116	-2	6	-1.4	-4	-4	8.4
CC(C)C[C@H](CO)Nc1nc(N(C)c2cccc(Cl)c2)c2ncn(C(C)C)c2n1	15	-3	.	104	6	-2	-3.4	-12	-7	-0.2
CCCCC1(COC(=O)CCC(=O)O)C(=O)N(c2ccccc2)N(c2ccccc2)C1=O	10	3	.	.	3	0	-0.7	8	-2	-0.2
O=c1oc(Nc2ccccc2Cl)nc2ccccc12	-9	-7	-4	93	6	0	-3.0	-10	6	-1.5
Cc1occc1C(=O)N/N=C/c1ccc(N(C)C)cc1	9	5	0	98	-5	1	1.7	-1	-6	0.1
CCCOC(=O)C1C2C=CC3(CN(c4cccc(Cl)c4)C(=O)C13)O2 (configuration not stated)	-14	3	.	109	0	-2	1.2	4	.	0.6
CCOC(=O)c1c(C)[nH]c(C)c1C(=O)COC(=O)/C=C/c1ccc(OC)cc1	-10	3	-3	92	-1	-1	-2.0	2	-6	1.1
COc1cccc(CN2CC(C(=O)N(C)Cc3ccc(C)cc3)CCC2=O)c1 (configuration not stated)	6	-1	0	122	-1	3	-1.8	5	-11	1.1
CCc1nc(SCC(=O)Nc2nnc(CC(C)C)s2)n[nH]1	-3	2	-3	99	1	1	-0.7	0	-2	0.3
CC(=O)OCc1ccccc1Sc1ccccc1C(=O)NCc1ccccc1	-4	0	-1	118	-2	0	-0.6	2	3	0.8
CCN(CC)CCCNC(=O)c1ccc(CS(=O)(=O)c2ccccc2OC)o1	6	-4	11	103	1	0	1.3	1	-2	1.6
CCOc1ccccc1C(=O)N[C@H](C(=O)OCc1cc(=O)oc2cc(C)ccc12)C(C)C	14	2	-2	109	-5	-8	-2.0	-1	-5	-2.7
O=C(CC1COc2ccccc2O1)NC1CCCCC1 (configuration not stated)	24	3	0	106	-5	2	.	-4	0	-1.6
COc1ccc(/C=C2\CCn3c2nc2cc(C(=O)O)ccc2c3=O)cc1	34	0	0	99	-1	-5	-2.9	4	-3	-0.7
COc1cc(Br)cc(CNc2ccc(F)c([N+](=O)[O-])c2)c1O	3	0	4	100	4	3	0.3	7	1	-0.8
COc1ccc(CCNC(=O)c2ccccc2NC(=O)C2=C(C)OCCS2)cc1OC	-7	2	6	95	-1	3	-2.5	1	-6	1.1
O=C1OCCC1Sc1ncnc2sc3c(c12)CCC3 (configuration not stated)	4	-4	7	98	-2	-1	-3.1	6	-3	-0.7
CCOC(=O)C1=C(CC)Nc2ccccc2N/C1=N\S(=O)(=O)c1ccc(C(=O)OCC)cc1	39	1	1	102	6	0	0.2	-2	-1	0.2
O=C(CCSc1nc(-c2ccc3c(c2)OCO3)cc(C(F)(F)F)n1)NCc1ccco1	16	-2	.	105	-3	6	0.3	-9	.	1.8
CCC1(c2ccccc2)NC(=O)N(CC(=O)Nc2cccc(S(=O)(=O)N3CCCCC3)c2)C1=O (configuration not stated)	-4	-5	1	107	2	6	-1.9	-14	-3	0.6
CCCCn1c(/N=C/c2ccc(N(C)C)cc2)nc2ccccc21	9	-2	-5	692	0	-10	-2.6	-13	0	0.1
O=C(COC(=O)COc1ccc(Cl)cc1Cl)NC1CCS(=O)(=O)C1 (configuration not stated)	13	2	-1	102	2	-3	-0.2	1	-6	-0.9
C=CCn1c(-c2cccc(OC)c2)nc2nc3ccccc3nc21	16	-4	6	102	-3	-3	-0.4	4	-3	2.8
O=C(CN1C(=O)NC2(CCOc3ccccc32)C1=O)NCc1ccccc1 (configuration not stated)	1	-3	-3	95	-1	4	-0.9	-2	-2	0.5
COc1ccc(C=O)cc1COc1ccc2c(c1)OCO2	-6	2	2	99	-1	1	-0.5	-4	.	1.2
O=C1CCc2cc(S(=O)(=O)NCCC(=O)NC3CCN(Cc4ccccc4)CC3)ccc2N1	3	-4	1	109	2	4	.	12	-1	0.0

This is a subset (hit frequency here may not be typical).
